BAP1 block: human BAP1 deubiquitinase inhibition; recombinant BAP1, Ub-AMC hydrolysis fluorescence kinetic; hits give low values; activity remaining (% of control), % at 20 µM; 0.48% of 72,000 active; AID 436;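 active means activity remaining at or below 50% of control, provided the compound also passes the data quality filters; inactive means the rest, including low values that fail the filters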;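 further: 100% = DMSO wells rate and 0% = substrate alone blank rate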
Target sequence (Q92560 whole entry, looked up): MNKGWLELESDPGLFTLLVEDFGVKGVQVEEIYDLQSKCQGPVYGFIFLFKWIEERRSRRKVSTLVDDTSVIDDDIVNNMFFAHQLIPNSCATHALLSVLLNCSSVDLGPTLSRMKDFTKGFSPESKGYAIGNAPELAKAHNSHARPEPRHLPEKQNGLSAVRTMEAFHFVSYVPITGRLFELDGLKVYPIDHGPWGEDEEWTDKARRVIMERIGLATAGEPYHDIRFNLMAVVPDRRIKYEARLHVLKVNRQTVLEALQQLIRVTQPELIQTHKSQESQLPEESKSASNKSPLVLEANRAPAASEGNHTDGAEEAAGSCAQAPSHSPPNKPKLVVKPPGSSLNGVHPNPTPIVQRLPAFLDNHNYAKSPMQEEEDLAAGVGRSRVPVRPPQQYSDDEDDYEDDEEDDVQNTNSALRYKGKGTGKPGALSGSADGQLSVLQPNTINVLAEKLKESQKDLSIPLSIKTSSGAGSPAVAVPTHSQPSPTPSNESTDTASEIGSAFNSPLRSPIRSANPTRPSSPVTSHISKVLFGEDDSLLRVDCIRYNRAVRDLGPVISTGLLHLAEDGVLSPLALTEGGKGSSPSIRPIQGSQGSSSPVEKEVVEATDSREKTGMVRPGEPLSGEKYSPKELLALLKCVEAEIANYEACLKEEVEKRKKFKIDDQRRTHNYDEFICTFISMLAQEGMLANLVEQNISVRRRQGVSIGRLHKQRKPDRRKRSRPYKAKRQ
HePTP inh: human HePTP phosphatase inhibition. recombinant HePTP phosphatase activity, OD absorbance. inhibition, % at 20 µM. 0.64% of 110,000 active. AID 521; in the data active means inhibition above about 50%;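 further: plate controls were vehicle for no effect and reference inhibitor for full effect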
* marks the source's active call; other numbers are inactive results; nt = not tested or not shown; & = joins results of further samples.

BAP1 block	HePTP inh	Compound
nt	6	COc1ccccc1Nc1ncnc2ccc(C)cc12
83	nt	C=CCOC(=O)C1=C(C)NC2=C(C(=O)CCC2)C1c1cccc(Br)c1 (stereo unspecified)
nt	13	O=C(NCc1ccco1)c1nn2c(C(F)(F)F)cc(-c3ccccc3)nc2c1Cl
84	2	O=C(O)CCC(=O)c1ccc2c(c1)OCCCO2
133	12	O=C(Nc1cccc(NC(=O)c2ccco2)c1)c1ccc2c(c1)OCO2
65	4	CCC(Sc1nncn1C)C(=O)Nc1ccccc1OC (stereo unspecified)
nt	-12	Cc1cccc(N/C=C/C(=O)c2ccc(Br)cc2)n1
93	3	CCC1CCCCN1C(=O)Cn1c(C(=O)OC)cc2sc(Cl)cc21 (stereo unspecified)
101	-6	Cn1c(NCC2CCCO2)nc2c1c(=O)n(Cc1ccccc1)c(=O)n2C (stereo unspecified)
nt	0	Clc1cccc(Cl)c1OCCN1CCOCC1
96	8	O=C(NC1CC1)c1scc2c1OCCO2
nt	-4	CC(Oc1ccccc1)C(=O)NCCN1CCOCC1 (stereo unspecified)
nt	2	COc1cccc(C2NC(=S)NC(C)=C2C(=O)Nc2ccccc2)c1 (stereo unspecified)
nt	-14	O=C(CN1C(=O)c2ccccc2C1=O)Nc1ccc(Cl)cn1
102	3	CCOc1ccc2nc(NC(=O)CSc3nnc(-c4ccncc4)n3CC3CCCO3)sc2c1 (stereo unspecified)

The results go on.
BAP1 block	HePTP inh	Compound
98	-2	C=CCN(CC=C)C(=O)c1ccncc1
89	-11	CCOC(=O)N1CCC(N2C(=O)c3ccc(C(=O)Nc4ccc(F)cc4F)cc3C2=O)CC1
88	3	COc1cc(S(=O)(=O)N2CCCC3(CCCCC3)C2)ccc1-n1cnnn1
nt	5	CN1CCc2c(sc3c2C(=O)NC(c2ccc(Cl)s2)N3)C1 (stereo unspecified)
nt	5	CC1CCN(CCOCCOc2ccccc2F)CC1
105	nt	CC(C)C(NC(=O)COc1cccc(Br)c1)C(=O)O (stereo unspecified)
102	6	COc1ccc(-c2nc(-c3ccc(NC(=O)c4ccncc4)cc3)no2)cc1OC
98	-8	CCOC(=O)c1c(C)[nH]c(C)c1C(=O)CSc1nnnn1-c1ccccc1
114	-5	CC(C)CN(C(=O)COC(=O)Cc1n[nH]c(=O)c2ccccc12)C1CCS(=O)(=O)C1 (stereo unspecified)
92	7	CCc1nnc(NC(=O)c2cccs2)s1
nt	25	Cc1cc(N2CCN(C(=O)c3ccco3)CC2)n2nc(C)c(-c3ccc(Cl)cc3)c2n1
nt	-4	COC(=O)C1=C(O)/C(=C\c2cccc(Br)c2)N=C1C
nt	-3	COc1ccc(NC(=O)CN(c2ccc(Cl)cc2)S(=O)(=O)c2ccccc2)cc1
101	1	CC(=O)Nc1cccc(NC(=O)CCn2cnc3cc(C)c(C)cc32)c1
88	1	O=C(NC12CC3CC(CC(C3)C1)C2)C1CCCN1C(=O)NC1CCCCC1 (stereo unspecified)

6 entries from above in another layout.
Below each compound: BAP1 block | HePTP inh
CC(C)CN(C(=O)COC(=O)Cc1n[nH]c(=O)c2ccccc12)C1CCS(=O)(=O)C1 (stereo unspecified)
→ 114 | -5
CCc1nnc(NC(=O)c2cccs2)s1
→ 92 | 7
Cc1cc(N2CCN(C(=O)c3ccco3)CC2)n2nc(C)c(-c3ccc(Cl)cc3)c2n1
→ nt | 25
COC(=O)C1=C(O)/C(=C\c2cccc(Br)c2)N=C1C
→ nt | -4
COc1ccc(NC(=O)CN(c2ccc(Cl)cc2)S(=O)(=O)c2ccccc2)cc1
→ nt | -3
CC(=O)Nc1cccc(NC(=O)CCn2cnc3cc(C)c(C)cc32)c1
→ 101 | 1

2 entries picked at random from those above:
BAP1 block	HePTP inh	Compound
105	nt	CC(C)C(NC(=O)COc1cccc(Br)c1)C(=O)O (stereo unspecified)
114	-5	CC(C)CN(C(=O)COC(=O)Cc1n[nH]c(=O)c2ccccc12)C1CCS(=O)(=O)C1 (stereo unspecified)

(more compounds)
BAP1 block	HePTP inh	Compound
nt	0	CCc1nc(N2CCOCC2)c(C#N)c2c1COC(C)(C)C2
82	2	Cc1ccnc(N2C(=O)c3ccccc3C2Nc2cccc(C)c2C)c1 (stereo unspecified)
94	7	Cn1c(=O)cc(N2CCc3ccccc32)[nH]c1=O
nt	7	CC1=C(C(=O)OCCc2ccccc2)C(c2cccc(Cl)c2Cl)CC(=O)N1 (stereo unspecified)
nt	2	COc1ccc(/C=C/C(=O)Nc2nc(-c3ccccc3)cs2)cc1
nt	-5	COC(=O)C1C(O)=C(C=Nc2ccccc2C)C(=O)CC1(C)C (stereo unspecified)
nt	3	CCCCP(=O)(CCCC)CCP(=O)(c1ccccc1)c1ccccc1
66	nt	CC(=O)c1c(C)oc2ccc(N(C(=O)c3ccc(Cl)cc3)S(=O)(=O)c3ccccc3)cc12
nt	7	Cc1ccnc(NC(=O)/C=C/c2ccc3c(c2)OCO3)c1
111	7	Cc1ccc(-n2c(-c3ccncc3)nnc2-c2ccco2)cc1
71	3	O=C1CN(C(=O)c2ccc(Br)o2)C(c2ccc(F)cc2)c2cc(Cl)ccc2N1 (stereo unspecified)
92	6	CCN(CC)CCNC(=O)CS(=O)Cc1nc(-c2ccc(C)cc2)oc1C (stereo unspecified)
nt	4	COc1ccc(C(=O)Nc2ccc(Cl)cc2C)cc1
97	7	C=CCOC(=O)C1=C(C)Nc2nnnn2C1c1cc(OC)ccc1OC (stereo unspecified)
92	1	CN(Cc1ccccc1)Cc1ccccc1F

Single records, as listed above. Order of screens: BAP1 block | HePTP inh
Entry for CC(Oc1ccccc1)C(=O)NCCN1CCOCC1 (stereo unspecified) = nt | -4
Entry for COC(=O)C1=C(O)/C(=C\c2cccc(Br)c2)N=C1C = nt | -4
Entry for CCOC(=O)N1CCC(N2C(=O)c3ccc(C(=O)Nc4ccc(F)cc4F)cc3C2=O)CC1 = 89 | -11

Continuation:
BAP1 block	HePTP inh	Compound
nt	9	COC(=O)c1c(NC(=O)/C=C/c2ccco2)sc2c1CCCC2
104	3	CCCC(=O)Nc1cc(C)c(NC(=O)c2ccncc2)cn1
102	1	O=C(NCCCn1ccnc1)Nc1cccc(Cl)c1
87	-4	COc1ccc(CC(=O)NCc2nnc(SCC(=O)N3CCN(c4ccccc4)CC3)n2C)cc1
nt	6	Cc1cc(/C=C2/NC(=S)NC2=O)c(-c2ccccc2)n1-c1ccccc1
95	-17&-2	C/C(=C1/SC(N2CCOCC2)=NC1=O)c1ccc(Cl)cc1
nt	-2	COc1ccc(CC(=O)O/N=C(\N)c2ccc(C)cc2)cc1OC
nt	-15	CCc1ccc(-n2nc(C)c3c(C)cc(=O)oc32)cc1
nt	-3	COCCNC(=O)CN(c1ccc(C(C)C)cc1)S(=O)(=O)c1ccccc1
83	4	COc1c(Cl)cc(-c2noc(C)c2C(=O)NCc2ccc3c(c2)OCO3)cc1Cl
140	12	Nc1cc(N)nc(SCC(=O)Nc2ccc(Br)cc2Cl)n1
nt	-5	Cn1cc(/C=N/n2cnc3scc(-c4ccc(Cl)cc4)c3c2=O)c2ccccc21
nt	-7	CCCN(CCC)C(=O)c1ccccc1NC(=O)c1cccnc1
91	3	Cn1nnnc1SCC(=O)Nc1ccccc1Cl
84	nt	O=C1CC(Sc2nnnn2C2CCCCC2)C(=O)N1c1ccccc1 (stereo unspecified)

Continued.
BAP1 block	HePTP inh	Compound
nt	-12	Cc1cccc(C)c1NC(=O)CSCC(=O)Nc1ccccc1
nt	1	Cc1ccccc1OCC(=O)NC1CC(C)(C)NC(C)(C)C1
nt	7	C=CCOCC(O)CS(=O)Cc1ccc(Cl)cc1 (stereo unspecified)
nt	2	Cc1ccc(-c2nc(Nc3ccccc3)s[n+]2CS(=O)(=O)c2ccccc2)cc1
108	1	CCN(CC)C(=O)c1cc2c(=O)n3ccccc3nc2s1
nt	2	CC1(C(=O)O)CCC(C(=O)Nc2ccccc2)C1(C)C (stereo unspecified)
nt	12	COc1ccc(Cl)cc1NC(=O)COc1ccc(Br)cc1C
59	10	CCOC(=O)N1CCN(C2CC(=O)N(c3ccc(C)cc3)C2=O)CC1 (stereo unspecified)
105	2	Nc1nc(SCC(=O)NCc2ccccc2)n[nH]1
138	8&7	Cc1ccc(S(=O)(=O)N2CCN(C(=O)c3cccc(F)c3)CC2)cc1
nt	10	O=c1/c(=C\c2ccc(OCc3cccc4ccccc34)cc2)sc2nc3ccccc3n12
nt	2	O=C(N1CCOCC1)N1CCN(c2ccc(F)cc2)CC1
119	-1	Cn1nnnc1SCC(=O)N1c2ccccc2Sc2ccc(Cl)cc21
nt	0	Cc1ccc(C)c(S(=O)(=O)n2nnc3ccccc32)c1
91	4	O=C1C2C3C=CC(C3)C2C(=O)N1c1cccc2cccnc12 (stereo unspecified)

Next part
BAP1 block	HePTP inh	Compound
nt	1	O=C(NN1C(=O)C2CCCCC2C1=O)c1ccccc1Cl (stereo unspecified)
88	nt	CC(=O)C(C)(CCC(=O)O)CCC(=O)O
nt	5	CCOC(=O)c1ccc(Nc2ncnc3nc[nH]c23)cc1
nt	9	Cc1ccc(C(=O)CC(O)(c2ccccc2)C(F)(F)F)cc1 (stereo unspecified)
106	4	CCOC(=O)N1CCC(NC(=O)CCN2C(=O)C3C4C=CC(C4)C3C2=O)CC1 (stereo unspecified)
99	5	Cc1ccc(C)n1-c1ccc(C(=O)N2CCOCC2)cc1
96	10	CN(C)c1ccc(CNn2cnnc2SCc2ccccc2F)cc1
87	7	CC1(C)CC(=O)C2=C(C1)Oc1nc3ccccc3cc1C2C(C#N)C#N (stereo unspecified)
82	1	O=C(CSc1nc2c(c(=O)n1-c1ccc(Br)cc1)SCC2)Nc1nccs1
nt	-10	COc1ccc(-c2nc(NC(=O)c3ccccc3F)sc2-c2ccc([N+](=O)[O-])cc2)cc1
96	16	COc1ccc(N2CCN(CCCNC(=O)CC3Oc4ccc(C)cc4NC3=O)CC2)cc1 (stereo unspecified)
nt	5	O=c1c(C=NC2CC2)c(-c2ccccc2)[nH]n1-c1ccc([N+](=O)[O-])cc1
81	10	COCCSc1nnc(NC(=O)CSCc2ccccc2)s1
127	4	CCc1ccccc1NS(=O)(=O)c1cc(C)ccc1OC
nt	-2	CCCOC(=O)c1cccc(NC(=O)COc2ccccc2Cl)c1

(cont.)
BAP1 block	HePTP inh	Compound
nt	5	COC(=O)c1ccc(COc2ccc3c(-c4ccccc4)cc(=O)oc3c2)cc1
nt	-2	c1coc(CN2CCN(Cc3cccc4ccccc34)CC2)c1
119	2	CC(C)CCn1c(SCC(=O)OCn2nnc3ccccc3c2=O)nc2ccccc2c1=O
63	14	COc1cccc(-c2nnc(NC(=O)Cc3cccs3)s2)c1
nt	3	O=C1OC(Nc2cccc(Br)c2)(c2ccccc2)c2ccccc21 (stereo unspecified)
68	16	O=C(c1ccco1)N1CCN(C(=O)c2cc(-c3ccccn3)nc3ccc(Cl)cc23)CC1
99	-3	Cc1ccc(-n2nnc3c(=O)oc4ccccc4c32)cc1
69	2	COc1cc(C(=O)Nc2nc3ccc(S(=O)(=O)N4CCOCC4)cc3s2)cc(OC)c1OC
nt	9	COc1ccc(C(=O)/C=C/NCC(=O)c2ccccc2)cc1
nt	-4	CC(=O)c1cccc(NC(=O)c2cnn3c(-c4ccccc4)cc(-c4ccccc4)nc23)c1
nt	8	O=C(O)c1ccc(N2C(=O)CC(Cc3ccc(Cl)cc3)C2=O)cc1 (stereo unspecified)
87	6	CCOc1cccc(-c2nnc3sc(C4CCCCC4)nn23)c1
84	-5&-17	COC(=O)c1c(NC(=O)CC2SCC(C(=O)OC)NC2=O)sc2c1CCCC2 (stereo unspecified)
97	nt	CCOc1cccc2cc(C(=O)Nc3nccs3)c(=O)oc12
61	1	COc1ccc(OC)c(-c2nc3c(C)n[nH]c(=O)c3[nH]2)c1

Further results:
BAP1 block	HePTP inh	Compound
88	10	CCOC(=O)c1c(N)sn(-c2ccccc2)c1=S
112	4	CCCn1c(SCC(N)=O)nnc1-c1ccco1
nt	5	COc1ccc(S(=O)(=O)NCC2CCC(C(=O)N3CCC4(CC3)OCCO4)CC2)cc1 (stereo unspecified)
nt	-6	CCc1ccccc1NC(=O)/C(C#N)=C\c1ccc(Sc2ccccc2)o1
110	4	CCn1c(SCC(=O)NCCc2ccccc2)nnc1-c1cccs1
86	nt	COc1cccc(C(=O)NCc2n[nH]c(=S)n2-c2cccc(Cl)c2)c1
113	4	O=C(O)CCC(=O)NCCn1c(-c2ccccc2)csc1=Nc1ccccc1
106	-2	CS(=O)(=O)N1CCC(C(=O)Nc2cccc(C(F)(F)F)c2)CC1
107	8	COC(=O)c1ccccc1NC(=O)C12CCC(C)(C(=O)O1)C2(C)C (stereo unspecified)
99	3	Cc1cc(C(=O)NC2CCCC2)on1
nt	2	COc1ccc(-c2nc3cc(NC(=O)c4ccc(F)cc4)ccc3o2)cc1Cl
75	2	O=C(CSc1nnnn1C1CCCCC1)NCc1ccc2c(c1)OCO2
89	5	CCCN(c1ccc(OCC)cc1)c1ncnc2nc[nH]c12
87	8	COC(=O)c1cccc(Nc2nc3ccccc3nc2C)c1
90	9	COc1cc2c(cc1OC)C1(CCCC1)C(N)=C2C#N
80	-5	CCCCCn1c(SCCC(C)C)nc2c1c(=O)[nH]c(=O)n2C
77	7	Clc1ccc(-n2ncc3c(NCc4cccs4)ncnc32)cc1
nt	6	C=C(C)CSc1nnc2n(-c3ccc(C)cc3)c(=O)c3c4c(sc3n12)COC(C)(C)C4

High-throughput results as filed in PubChem BioAssay.
